AGP1-GFP MLPCN – yeast TOR pathway AGP1-GFP modulation; S. cerevisiae AGP1-GFP multiplex flow cytometry, 3 h; GFP as percent of DMSO wells; GFP response vs DMSO, % at 10 µM; actives 0.02% (n = 320,000);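 active means GFP response relative to DMSO above a set limit, near screen average plus 3 SD, cut at about 150% in these data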;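 further: median GFP channel fluorescence of the gated AGP1 strain per well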
VLA-4 inh – inhibition in a human VLA-4 binding assay; inhibition, % (about 7 µM as worked out from the volumes in the protocol); actives 0.2% (n = 330,000); VLA-4 expressing cells, ligand binding flow cytometry; AID 2557; in the data active means inhibition above about 50%
Target sequence (P13612 whole entry, looked up): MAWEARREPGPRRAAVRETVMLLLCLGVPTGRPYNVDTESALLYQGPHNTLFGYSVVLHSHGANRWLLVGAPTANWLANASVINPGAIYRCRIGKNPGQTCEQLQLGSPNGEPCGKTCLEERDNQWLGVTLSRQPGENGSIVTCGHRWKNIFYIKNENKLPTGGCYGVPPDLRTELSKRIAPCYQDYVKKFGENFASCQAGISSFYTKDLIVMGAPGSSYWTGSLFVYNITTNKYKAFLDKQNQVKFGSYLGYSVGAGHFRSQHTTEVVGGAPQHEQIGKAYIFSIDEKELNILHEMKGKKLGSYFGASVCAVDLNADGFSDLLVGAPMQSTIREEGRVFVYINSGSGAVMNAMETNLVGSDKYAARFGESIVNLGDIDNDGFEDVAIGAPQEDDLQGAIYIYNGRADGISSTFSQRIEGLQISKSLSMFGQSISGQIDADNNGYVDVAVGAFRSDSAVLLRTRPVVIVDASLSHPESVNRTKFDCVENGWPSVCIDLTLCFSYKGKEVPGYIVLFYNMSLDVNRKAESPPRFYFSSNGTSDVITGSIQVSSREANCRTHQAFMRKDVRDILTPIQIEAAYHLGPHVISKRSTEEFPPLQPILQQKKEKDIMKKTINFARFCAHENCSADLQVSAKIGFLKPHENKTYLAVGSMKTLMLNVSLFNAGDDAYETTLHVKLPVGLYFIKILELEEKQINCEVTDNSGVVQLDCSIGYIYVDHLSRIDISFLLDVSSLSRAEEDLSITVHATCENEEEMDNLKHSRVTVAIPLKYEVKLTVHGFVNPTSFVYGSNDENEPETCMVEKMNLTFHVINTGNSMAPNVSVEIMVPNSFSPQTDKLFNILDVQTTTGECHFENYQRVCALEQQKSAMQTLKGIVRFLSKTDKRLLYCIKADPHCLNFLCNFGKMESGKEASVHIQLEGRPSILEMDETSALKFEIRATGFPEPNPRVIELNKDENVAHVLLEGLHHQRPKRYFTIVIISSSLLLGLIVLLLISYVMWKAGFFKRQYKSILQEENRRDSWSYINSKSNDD
GRK2 aptamer HTS – blocks RNA aptamer binding to human GRK2; bead flow cytometry, FAM-aptamer displacement from GRK2; inhibition of aptamer binding, % at 10 µM; actives 0.59% (n = 330,000); AID 488847;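 active means inhibition of aptamer binding above 40%, roughly 3 SD of noise, on plates passing a quality check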;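 further: median bead fluorescence of bound FAM aptamer so fluorescent compounds give negative values; no value below 0 was filed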
MEP2 TOR yeast – yeast TOR pathway MEP2-GFP modulation; S. cerevisiae MEP2-GFP strain, flow cytometry GFP, 3 h; 100% = DMSO control level; GFP response vs DMSO, % at 10 µM; actives 0.51% (n = 330,000); AID 2016;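 active means GFP response versus DMSO above a set limit, roughly screen mean plus 3 SD, cut at about 180% in these data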;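 further: median GFP fluorescence of the barcode-gated MEP2-GFP cells per well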
CIT2-GFP yeast – modulators of TOR pathway CIT2-GFP in S. cerevisiae; GFP response vs DMSO, % at 10 µM; actives 0.065% (n = 320,000); AID 2029; S. cerevisiae CIT2-GFP strain, flow cytometry, 3 h; 100 means same as DMSO wells;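 active means GFP response relative to DMSO above a set limit, near the screen mean plus 3 SD, cut at about 150% in these data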;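 further: ratio of well median GFP fluorescence to mean of DMSO wells on the plate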
CR mimetic SO – lowers age-related superoxide in aged yeast cells. superoxide response (% of plate mean), % at 10 µM. actives 0.18% (n = 330,000). S. cerevisiae aged cells, superoxide DHE fluorescence; stronger effect = lower value;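 active means superoxide response under a set limit, about three screen SD below normal, cut at about 65% in these data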;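 further: yeast aged for seven days with compound at 30 °C before DHE staining; 100% = average MFI of all compound-treated wells on the plate with controls excluded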
RPL19A TOR yeast – alters RPL19A-GFP fluorescence in TOR pathway yeast screen; S. cerevisiae RPL19A-GFP strain, flow cytometry, 3 h; stronger effect = lower value; percent response vs DMSO, % at 10 µM; actives 0.3% (n = 330,000); AID 2025;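 active means percent response vs DMSO below 50%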;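 further: median channel GFP fluorescence of the barcoded RPL19A-GFP strain; ratio of sample median GFP to plate DMSO average so 100% = DMSO; lower means less RPL19A-GFP as with rapamycin TOR inhibition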
LAP4-GFP MLPCN – yeast TOR pathway LAP4-GFP modulation; S. cerevisiae LAP4-GFP multiplex, flow cytometry GFP, 3 h; median GFP as percent of DMSO wells; GFP response vs DMSO, % at 10 µM; actives 0.34% (n = 320,000); AID 2023;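 active means GFP response vs DMSO above a set limit, about the screen mean plus 3 SD, cut at about 150% in these data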
Starred values were filed as active, the others as inactive; / = no result given.

(1) COCCn1c(=O)[nH]c(=O)c2c1nc(-c1cc(Br)c3c(c1)OCO3)n2Cc1ccccc1
(2) COc1ccc(C(C)=O)cc1CC(=O)NC1CCCCCC1
(3) Cc1nn(-c2ccccc2)nc1CNC(=O)c1ncoc1-c1ccccc1
(4) CC(=O)N1c2ccc(S(=O)(=O)N3CCC(C(=O)Nc4ncccc4C)CC3)cc2CC1C (stereo not drawn)
(5) Cn1c(=O)[nH]c(=O)c2c1nc(NCCCn1ccnc1)n2Cc1ccccc1
(6) CC(=O)Nc1ccc(NS(=O)(=O)c2ccc(C)cc2)cc1[N+](=O)[O-]
(7) Cc1ccc(/C(N)=N/OC(=O)CN(C)S(=O)(=O)c2ccc(C)cc2)cc1
(8) C[C@H](C(=O)C=[N+]=[N-])N1C(=O)c2ccccc2C1=O

Screen / compound no. | 1 | 2 | 3 | 4 | 5 | 6 | 7 | 8
GRK2 aptamer HTS | 1 | 3 | 0 | 4 | 0 | 6 | 4 | 2
CR mimetic SO | 102 | 111 | 105 | 79 | 106 | 98 | 112 | 102
MEP2 TOR yeast | 116 | 104 | 102 | 97 | 92 | 98 | 106 | 100
VLA-4 inh | 7 | -9 | 5 | -7 | -2 | -4 | 1 | 8
RPL19A TOR yeast | 98 | 103 | 103 | 97 | 95 | 95 | 104 | 105
CIT2-GFP yeast | 109 | 113 | 90 | 102 | 93 | 91 | / | 100
LAP4-GFP MLPCN | 112 | 97 | 116 | 93 | 94 | 106 | 86 | 104
AGP1-GFP MLPCN | 106 | 107 | 104 | 97 | 100 | 101 | 85 | 104

A draw from above in order of SMILES length, highest first.
(4) CC(=O)N1c2ccc(S(=O)(=O)N3CCC(C(=O)Nc4ncccc4C)CC3)cc2CC1C (stereo not drawn)
(5) Cn1c(=O)[nH]c(=O)c2c1nc(NCCCn1ccnc1)n2Cc1ccccc1
(2) COc1ccc(C(C)=O)cc1CC(=O)NC1CCCCCC1

Screen / compound no. | 4 | 5 | 2
GRK2 aptamer HTS | 4 | 0 | 3
CR mimetic SO | 79 | 106 | 111
MEP2 TOR yeast | 97 | 92 | 104
VLA-4 inh | -7 | -2 | -9
RPL19A TOR yeast | 97 | 95 | 103
CIT2-GFP yeast | 102 | 93 | 113
LAP4-GFP MLPCN | 93 | 94 | 97
AGP1-GFP MLPCN | 97 | 100 | 107

(more compounds)
(9) O=C(Cn1nc(-c2ccco2)ccc1=O)Nc1ccc(Cl)c(Cl)c1
(10) CCN(CC(=O)Nc1ccc(OC)cc1)C(=O)CSCc1c(C)noc1C
(11) CCCc1cc(C(=O)Nc2cccc(Cl)c2C)no1
(12) CC(=O)N1c2ccc(S(=O)(=O)N3CCC(C(=O)N4CCN(c5ccc(Cl)cc5)CC4)CC3)cc2CC1C (stereo not drawn)
(13) Cc1onc(-c2c(F)cccc2Cl)c1C(=O)NCCO
(14) CCOC(=O)c1c(C)sc(Sc2ccc(Cl)cc2[N+](=O)[O-])c1OC
(15) CS(=O)(=O)N1CCCC(C(=O)N2CCOCC2)C1 (stereo not drawn)
(16) COc1ccccc1Nc1ncc(C(=O)Nc2ccc(OC)c(OC)c2)c2ccccc12

Screen / compound no. | 9 | 10 | 11 | 12 | 13 | 14 | 15 | 16
GRK2 aptamer HTS | 2 | 2 | 1 | 2 | 0 | 0 | 0 | 1
CR mimetic SO | 101 | 78 | 89 | 95 | 99 | 103 | 98 | 100
MEP2 TOR yeast | 103 | 94 | 103 | 104 | 106 | 100 | 101 | 103
VLA-4 inh | 8 | -3 | 7 | 2 | -4 | 6 | 3 | 16
RPL19A TOR yeast | 102 | 98 | 102 | 100 | 97 | 96 | 99 | 103
CIT2-GFP yeast | 92 | 97 | 84 | 101 | 101 | 97 | 97 | 101
LAP4-GFP MLPCN | 94 | 101 | 101 | 97 | 95 | 96 | 101 | 97
AGP1-GFP MLPCN | 98 | 102 | 93 | 99 | 100 | 96 | 104 | 103

Record cards (already shown). Values in the order: GRK2 aptamer HTS, CR mimetic SO, MEP2 TOR yeast, VLA-4 inh, RPL19A TOR yeast, CIT2-GFP yeast, LAP4-GFP MLPCN, AGP1-GFP MLPCN
`CCOC(=O)c1c(C)sc(Sc2ccc(Cl)cc2[N+](=O)[O-])c1OC` as listed: 0, 103, 100, 6, 96, 97, 96, 96
`CCCc1cc(C(=O)Nc2cccc(Cl)c2C)no1` as listed: 1, 89, 103, 7, 102, 84, 101, 93
`O=C(Cn1nc(-c2ccco2)ccc1=O)Nc1ccc(Cl)c(Cl)c1` as listed: 2, 101, 103, 8, 102, 92, 94, 98
`CCN(CC(=O)Nc1ccc(OC)cc1)C(=O)CSCc1c(C)noc1C` as listed: 2, 78, 94, -3, 98, 97, 101, 102

New compounds follow
(17) CCC(C)(C)n1nnnc1C(C(C)C)N1CCN(C)CC1 (stereo not drawn)
(18) CCn1c(SCc2ccccc2)nnc1-c1cccs1
(19) CC(C)c1ccc(NC2CCCN(C(=O)c3cccc4nccnc34)C2)cc1 (stereo not drawn)
(20) COCCNc1c([N+](=O)[O-])c(=O)n(-c2ccccc2)c2ccccc12
(21) COc1cc(C(=O)NCC(=O)N/N=C/c2ccccn2)cc(OC)c1OC
(22) NC(=O)c1cc(S(=O)(=O)NCCCc2ccccc2)cs1
(23) O=C(Nc1ccccn1)c1cccc(S(=O)(=O)N2CCCc3ccccc32)c1
(24) O=C(Nc1ccccc1C(=O)N/N=C/c1ccncc1)c1ccccc1
(25) Cc1nnc(SCC(=O)NC(C)(C)C)n1CCc1ccccc1
(26) CC(C)(C)C(=O)N(Cc1ccc(Cl)cc1)c1cnccn1

Screen / compound no. | 17 | 18 | 19 | 20 | 21 | 22 | 23 | 24 | 25 | 26
GRK2 aptamer HTS | 0 | 0 | 0 | 0 | 0 | 0 | 0 | 2 | 3 | 1
CR mimetic SO | 102 | 82 | 88 | 87 | 94 | 105 | 108 | 113 | 100 | 102
MEP2 TOR yeast | 101 | 102 | 98 | 107 | 101 | 97 | 97 | 111 | 100 | 105
VLA-4 inh | 17 | -2 | 27 | 3 | 1 | 29 | 15 | 11 | 0 | 7
RPL19A TOR yeast | 99 | 102 | 96 | 101 | 104 | 104 | 93 | 99 | 97 | 102
CIT2-GFP yeast | 99 | 94 | 98 | 103 | 102 | 110 | 78 | 103 | 93 | 106
LAP4-GFP MLPCN | 101 | 110 | 87 | 96 | 102 | 91 | 122 | 96 | 97 | 89
AGP1-GFP MLPCN | 98 | 108 | 97 | 99 | 108 | 99 | 95 | 97 | 100 | 97

Source: PubChem (NMMLSC)
